Compound activity deposited in PubChem by Icahn School of Medicine at Mount Sinai.
ROC1-CUL1 inh = inhibitors of human ROC1-CUL1 ubiquitin ligase activity | P62877+Q13616 | AID 1347404 | 140,000 tested, 0.6% active | in vitro K48 di-Ub FRET, acceptor:donor ratio, 45 min | inhibition, % at 10 µM; in the data active = inhibition above about 25%
Target sequence (P62877 whole entry, looked up): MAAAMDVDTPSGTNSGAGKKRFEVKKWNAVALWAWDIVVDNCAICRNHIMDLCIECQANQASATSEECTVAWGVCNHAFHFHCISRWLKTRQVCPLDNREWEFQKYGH
Target sequence (Q13616 whole entry, looked up): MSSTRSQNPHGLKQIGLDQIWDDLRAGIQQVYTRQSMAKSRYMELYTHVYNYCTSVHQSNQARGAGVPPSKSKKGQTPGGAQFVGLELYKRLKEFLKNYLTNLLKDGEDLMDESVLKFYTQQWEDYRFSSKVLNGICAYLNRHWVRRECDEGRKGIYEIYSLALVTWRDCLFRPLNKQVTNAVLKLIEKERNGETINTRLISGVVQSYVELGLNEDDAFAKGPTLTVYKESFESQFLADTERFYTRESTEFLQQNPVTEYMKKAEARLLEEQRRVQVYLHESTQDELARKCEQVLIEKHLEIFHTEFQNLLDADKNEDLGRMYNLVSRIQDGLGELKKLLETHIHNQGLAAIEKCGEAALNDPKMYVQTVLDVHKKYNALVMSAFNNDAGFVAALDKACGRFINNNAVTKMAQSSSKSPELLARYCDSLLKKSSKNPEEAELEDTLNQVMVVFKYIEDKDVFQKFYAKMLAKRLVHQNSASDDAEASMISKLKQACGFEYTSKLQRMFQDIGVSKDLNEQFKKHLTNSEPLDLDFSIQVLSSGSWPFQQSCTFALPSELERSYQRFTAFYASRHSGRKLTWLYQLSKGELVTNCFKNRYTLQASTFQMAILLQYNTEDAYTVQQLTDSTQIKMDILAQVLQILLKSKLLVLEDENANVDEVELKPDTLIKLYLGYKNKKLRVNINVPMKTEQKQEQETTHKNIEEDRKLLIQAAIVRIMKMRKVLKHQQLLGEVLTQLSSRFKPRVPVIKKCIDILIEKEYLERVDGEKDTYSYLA
An asterisk follows results filed as active.

SMILES	ROC1-CUL1 inh
O=C(Nc1cccc2c1C(=O)N(c1ccccc1)C2=O)c1ccccc1Br	-4
CCOCCOC(=O)COc1ccc2c(=O)c(Oc3ccc4ccccc4c3)c(C(F)(F)F)oc2c1	-4
CC1CCCCN1S(=O)(=O)c1ccc(NC(=O)/C=C/c2ccco2)cc1 (stereo not drawn)	-5
CCn1c(Cl)nc2cc(C(=O)O)ccc21	2
Cc1cc(C)cc(-n2c(SCC(N)=O)nc3c([nH]c4ccccc43)c2=O)c1	3
O=C(CCCN1C(=O)c2cccc3cccc(c23)C1=O)NCCN1CCOCC1	2
COc1ccc(CCC(=O)NC2CC(=O)N(c3cccc(F)c3)C2)cc1 (stereo not drawn)	-4
COc1ccc(-n2ccn(Cc3ccc(C)cc3)c(=O)c2=O)cc1OC	-5
CCC(C)NC(=O)C1CC(=O)N(c2ccc(C)cc2C)C1 (stereo not drawn)	1
Cc1ccccc1N1C(=O)NC(=O)C(C=Nc2nccs2)C1=O (stereo not drawn)	2

Gathered by group, the compounds so far containing nitrogen in an aromatic ring.
SMILES	ROC1-CUL1 inh
CCn1c(Cl)nc2cc(C(=O)O)ccc21	2
Cc1cc(C)cc(-n2c(SCC(N)=O)nc3c([nH]c4ccccc43)c2=O)c1	3
COc1ccc(-n2ccn(Cc3ccc(C)cc3)c(=O)c2=O)cc1OC	-5
Cc1ccccc1N1C(=O)NC(=O)C(C=Nc2nccs2)C1=O (stereo not drawn)	2

Following part
SMILES	ROC1-CUL1 inh
CC(=O)c1cc(C(=O)N2CCCC(CCc3ccc(F)cc3F)C2)[nH]n1 (stereo not drawn)	-4
O=C(C1CCN(C2CCN(Cc3cccc4nccnc34)CC2)CC1)N1CCCC1	0
O=C(c1ccc(C2CCCN2C(=O)c2cscn2)s1)N1CCOCC1 (stereo not drawn)	2
COc1ccc(CCC(=O)NCCc2csc(-c3ccc(Cl)cc3)n2)cc1	-3
CC(=Nc1ccc(C2CCCC2)cc1)Nc1ccc(C2CCCC2)cc1	-15
COc1ccc(Cc2nnc(NC(=O)N3CCCOCC3)s2)cc1OC	8
COC(=O)C1C(=N)N(c2cccc(C(F)(F)F)c2)C2=C(C(=O)CC(C)(C)C2)C1c1ccc(OC)cc1 (stereo not drawn)	-7
CCOc1ccc2nc(N3CCCN(Cc4ccc(Sc5nncn5C)o4)CC3)nc(C)c2c1	7
Cc1ccc2cccc(NC(=O)C(C)Oc3ccc(C)c(C)c3)c2n1 (stereo not drawn)	2
CN(Cc1ccccc1)C1CCCN(C(=O)CSc2ccccn2)C1 (stereo not drawn)	-8
CC(=O)c1cnn(-c2cc(Oc3ccccc3F)nc(C)n2)c1C	7
Cc1ccc(N2NC(=O)/C(=C/c3ccc(-c4ccc(S(=O)(=O)Nc5nccs5)cc4)o3)C2=O)cc1	72*
COc1ccc(C(C)C)cc1S(=O)(=O)n1cnc(C)c1	5
O=C(Cc1ccccc1F)Nc1cccc2cccnc12	-2
O=C(NC1(C(F)(F)F)C(=O)N=C2C1C(=O)NC(=O)N2c1ccc(Cl)cc1)c1cccc(Cl)c1 (stereo not drawn)	1
CC(C)(C)c1cc(SCc2c(C(=O)O)nnn2-c2nonc2N)cc(C(C)(C)C)c1O	7
CC1CCCCN1C(=O)C1CCN(C(=O)c2ccccc2F)CC1 (stereo not drawn)	12
COc1cc(S(=O)(=O)N2CCN(c3cccc(Cl)c3)CC2)ccc1Cl	7
CCOC(=O)CNC(=O)c1ccc(-c2nn(C)c(=O)c3ccccc23)cc1	-1
CCc1cccc(CC)c1NC(=O)CSc1nc2ccc(NC(=O)c3ccc(C)cc3)cc2s1	-7

3 compounds already listed, arranged by their value in ROC1-CUL1 inh, ascending.
structure	ROC1-CUL1 inh
O=C(NC1(C(F)(F)F)C(=O)N=C2C1C(=O)NC(=O)N2c1ccc(Cl)cc1)c1cccc(Cl)c1 (stereo not drawn)	1
CC(=O)c1cnn(-c2cc(Oc3ccccc3F)nc(C)n2)c1C	7
CC1CCCCN1C(=O)C1CCN(C(=O)c2ccccc2F)CC1 (stereo not drawn)	12

Next section:
SMILES	ROC1-CUL1 inh
CCNc1nc(SCc2ccccc2Cl)nc2nc(N(CC)CC)ncc12	0
CCCN(CCC)CCNC(=O)c1sc2nc3n(c(=O)c2c1C)CCCCC3	4
CCOC(=O)c1ccc(NS(=O)(=O)c2ccc3c(c2)n(C)c(=O)n3C)cc1	-9
Cc1cc(C)c(S(=O)(=O)Nc2nnc(C(C)C)s2)c(C)c1	6
C=CC[C@@H]1CC=C[C@@H](C)N1C(=O)c1coc(COc2cccc(F)c2F)n1	-5
COC(=O)c1cc2occc2n1CC(=O)Nc1ccc(C(C)C)cc1	3
COc1ccc(/C=C/C(=O)NC(=S)N2CCCC(C(N)=O)C2)cc1 (stereo not drawn)	4
O=C(COC(=O)C12CC3CC(CC(C3)C1)C2)Nc1ccccc1F	-12
CC(=O)c1cc(CN(CCc2ccccc2)CC2CCCN(C)C2)cs1 (stereo not drawn)	7
C/C=C(\C)CN1CCC2(CC1)c1ccccc1[C@@H](NC(=O)c1cccc(F)c1)[C@@H]2OC	12
COCCn1c(SCC(=O)c2c(C)[nH]c3ccccc23)nc2cc(C(=O)NC(C)C)ccc2c1=O	-5
Cc1cc(=O)oc2c1sc1ccc3ccccc3c12	5
O=C(CNc1ccc(Br)cc1)c1ccccc1	0
CCCOc1ccc(-c2nn(-c3ccccc3)cc2C2NC(=O)N=C(C)C2C(=O)OC)cc1 (stereo not drawn)	3
CCC(Cc1ccccc1)NC(=O)c1ccc2nc(N3CCC(C)CC3)sc2c1 (stereo not drawn)	-2
Cc1nc(SCC(=O)N2CCN(c3ccc(F)cc3)CC2)[nH]c(=O)c1C	6
COC(=O)c1sccc1S(=O)(=O)N1CCN(c2cc(Cl)ccc2C)CC1	5
CC(C)C(NS(=O)(=O)Cc1ccccc1F)C(C)C	-8
COc1ccc(-c2nc(C)c(CCNC(=O)c3cccc(C)c3)s2)cc1OC	-8
Cc1cccc(NC(=O)CN2C(=O)CSc3ccc(S(=O)(=O)N4CCCC4)cc32)c1C	6

ROC1-CUL1 inh: hit marks shown above
SMILES	ROC1-CUL1 inh
Cc1ccc(N2NC(=O)/C(=C/c3ccc(-c4ccc(S(=O)(=O)Nc5nccs5)cc4)o3)C2=O)cc1	72*

(cont.)
SMILES	ROC1-CUL1 inh
CCCc1c(C(=O)Nc2ccccc2C)nnn1-c1ccc(C)cc1	5
CCCCOCCCNC(=O)CS(=O)(=O)Cc1ccccc1	7
COC(=O)c1ccc(Oc2nc3ccccc3s2)cc1	-6
CCCCOc1ccc(CNC(=O)c2cc3n(n2)CCCN(Cc2ccc(C)cc2)C3=O)cc1	2
COC(=O)NC(=S)Nc1ccc(Oc2cccc3cccnc23)cc1	3
COc1ccc2c(c1)CCN=C2Cc1ccc(OC)c(OC)c1	-15
CC1CC(=NCc2ccccc2)CC(=O)C1C(=O)NCc1ccccc1 (stereo not drawn)	0
Cc1ccc(C(=O)CSc2nnc(-c3ccccc3)n2-c2ccccc2)cc1	-8
CCCCN(CC)C(=O)CSc1c2c(nc3ccc(Cl)cc13)CCCC2	-4
CC(NC(=O)Nc1ccc(Cl)cc1)c1ccccc1 (stereo not drawn)	4
Cc1ccc(C(=O)OCc2ccc(Cl)c(Cl)c2)cc1	5
CCN(CC)C(=O)Cn1c(=O)n(-c2ccc(Cl)cc2)c(=O)c2c3c(sc21)CCCCC3	5
O=C(CCC1CCCN(C(=O)c2cccc(Cl)c2F)C1)N1CCCC1 (stereo not drawn)	-7
COc1cc2c(cc1O)C(CO)N(Cc1cccc(OC)c1Cl)CC2 (stereo not drawn)	1
O=C(Cc1cn2ccsc2n1)N1CCc2onc(-c3ccccc3)c2C1	9
CC(C)=CCN1N=C(c2ccccc2)C(O)O1 (stereo not drawn)	12
Cc1cccc(OCC(=O)Nc2sc3c(c2C#N)CCC(C)C3)c1C (stereo not drawn)	7
O=C(Oc1ccc(-c2ccccc2)cc1)c1ccccc1[N+](=O)[O-]	6
COC(=O)c1ccc(Cn2nnc3sc4c(c3c2=O)CCC(C)C4)cc1 (stereo not drawn)	-4
CN(CCc1ccccn1)c1ncccc1CNC(=O)c1coc2c1C(=O)CCC2	-4
Nc1c(C(=O)Nc2cccc(Cl)c2)sc2nc(-c3ccccc3)cc(-c3ccc4c(c3)OCO4)c12	-2
CC(C)N=C(NC(C)C)NC(C)C	-4
COc1cccc(C(=O)COC(=O)c2ccc(N3C(=O)C4CC=CCC4C3=O)cc2)c1 (stereo not drawn)	4
CCOc1ccc(NC(=O)C(C)n2c(=O)cc(-c3ccccc3)c3c(C)nn(C)c32)cc1 (stereo not drawn)	-10
COc1cccc(NC(=O)c2oc3ccccc3c2NC(=O)c2ccccc2C)c1	6
COc1ccc(CNC(=O)CCC2CCCN(C(=O)CSC)C2)c(OC)c1 (stereo not drawn)	3
CCc1ccc(S(=O)(=O)Nc2cc3c(cc2N2CCOCC2)n(C)c(=O)c(=O)n3C)cc1	-9
Cc1cc(C)c(C(=O)CC2(O)C(=O)N(C)c3ccccc32)c(C)c1 (stereo not drawn)	1
COc1ccc(NCc2cc3cc4c(cc3n(CC(=O)Nc3ccc(C)cc3C)c2=O)OCO4)cc1	-1
COCCNC(=O)C(=O)NCC(c1ccc2c(c1)OCO2)N1CCOCC1 (stereo not drawn)	1
CC1CCN(S(=O)(=O)c2ccc3c(c2)oc(=O)n3CC(=O)NCc2ccc(F)cc2)CC1	-18
Cc1ccc(OCC2CCCN(C(=O)c3ccc(-n4cc(NC(=O)c5cccnc5)cn4)cc3)C2)cc1 (stereo not drawn)	11
Cc1ccc(-[n+]2c3ccccc3nc3ccc(N4CCOCC4)cc32)cc1	-37
COc1ccc(NC(=O)C(NC(=O)C2CCC(C)CC2)C(C)C)cc1 (stereo not drawn)	-3
O=S(=O)(NC[C@@H]1C[C@H]2C=C[C@@H]1C2)c1ccc(Cl)cc1	1
COc1ccc(CCc2nnc(CCC(=O)NCC(F)(F)F)o2)cc1	5
CC(C)CCNC(=O)c1ccc(N2CCCCC2)cc1	4
CCCNC(=O)c1c(-c2c(F)cccc2Cl)noc1C	12
CCOC(=O)C1(Cc2ccc(OC)cc2)CCN(C(=O)CCOC)CC1	-6
CCc1ccc(NC(=O)c2sc(-n3nc(C)c(Cc4ccc(OC)cc4)c3C)nc2C)cc1	-6

7 entries drawn at random from the list so far, as already listed:
SMILES	ROC1-CUL1 inh
CC(C)CCNC(=O)c1ccc(N2CCCCC2)cc1	4
CC1CCN(S(=O)(=O)c2ccc3c(c2)oc(=O)n3CC(=O)NCc2ccc(F)cc2)CC1	-18
COc1ccc(CCc2nnc(CCC(=O)NCC(F)(F)F)o2)cc1	5
Cc1ccc(OCC2CCCN(C(=O)c3ccc(-n4cc(NC(=O)c5cccnc5)cn4)cc3)C2)cc1 (stereo not drawn)	11
CCCNC(=O)c1c(-c2c(F)cccc2Cl)noc1C	12
Cc1ccc(-[n+]2c3ccccc3nc3ccc(N4CCOCC4)cc32)cc1	-37
COc1ccc(NC(=O)C(NC(=O)C2CCC(C)CC2)C(C)C)cc1 (stereo not drawn)	-3

Carrying on:
SMILES	ROC1-CUL1 inh
CCNC(=O)N1CCC(n2nccc2NC(=O)Nc2cccc(F)c2)CC1	15
O=C(CSCc1c(Cl)cccc1Cl)Nc1cc(C(=O)O)cc(C(=O)O)c1	2
O=C(N/N=C/c1cc(Br)c(O)c(Br)c1O)C(O)c1ccccc1 (stereo not drawn)	13
O=C1Nc2ccc(Br)cc2/C1=C/c1cccc(Cl)c1	10
Cc1nn(CCC(=O)NNC(=S)NCc2ccccc2)c(C)c1Br	2
O=C(Nc1cccc(C(=O)OCc2cc(=O)n3ccsc3n2)c1)c1ccc(F)cc1	-15
Cc1ccc2c(c1)-c1c(ssc1=S)C(C)(C)N2C(=O)Nc1ccc(Cl)cc1	0
CCN(CC)CCNC(=O)c1ccccc1NC(=O)Nc1cccc(F)c1	-2
OC(CC(Nc1ccccc1)c1ccccc1)c1ccccc1 (stereo not drawn)	-3
O=C(CN(c1cc(C(F)(F)F)ccc1Cl)S(=O)(=O)c1ccccc1)NCCc1ccccc1	1
CC(=O)Nc1ccc(Cl)cc1C#N	-2
CCN(CC)C(=O)C12CCC(C)(C(=O)O1)C2(C)C (stereo not drawn)	-6
Cc1ccc(C2C3=C(N=c4s/c(=C/c5ccccc5Cl)c(=O)n42)c2ccccc2CC3)cc1 (stereo not drawn)	2
COc1ccc(NC(=O)c2ccc([N+](=O)[O-])cc2[N+](=O)[O-])c(OC)c1	0
CCC(CO)NCc1ccc(SC)cc1 (stereo not drawn)	-2
CCCn1c(C)c(CC(=O)NCCC(=O)OC)c2c1CC(C)(C)CC2=O	6
CCCCSc1nc2ccc(NC(=O)c3sc4nc(-c5cccc(OC)c5)ccc4c3N)cc2s1	-1
COC(=O)c1ccc(NC(=O)C23CCC(C)(C2Br)C3(C)C)cc1 (stereo not drawn)	-1
O=C(CCC(=O)N/N=C/c1ccc[nH]1)NCc1ccccc1	-5
COc1ccc(Br)cc1CNCC1CCNCC1	5
COc1cccc(CNC(=O)c2cccc(N3CCCS3(=O)=O)c2)c1	-7
O=C(NCc1ccccc1)c1ccc(CN2CCCC2)cc1	0
Cc1c(C(=O)N2CCN(C3CCCCC3)CC2)oc2ccccc12	2
CCOc1cc(-c2nc3sc4c(c3c(=O)[nH]2)CCCCCC4)ccc1OCC(N)=O	-6
Cn1c(SCC(=O)Nc2ccc3nc(SCc4ccccc4F)sc3c2)nc2sc3c(c2c1=O)CCCC3	13
CC(C)(C)C(=O)Nc1cc(-c2cccc(Br)c2)nn1-c1ccccc1	2
Cc1cccc(NC(=O)c2ccccc2Br)c1C	-3
COc1ccccc1N1CCN(C(=O)C2CCCN(S(=O)(=O)c3ccc4c(c3)CCCN4C(C)=O)C2)CC1 (stereo not drawn)	-12
CN1C(=O)Cc2cc(S(=O)(=O)N3CCN(c4ccccc4F)CC3)ccc21	0
Cc1ccc(N=C(C(=Nc2ccc(C)cc2)N2CCCCC2)N2CCCCC2)cc1	-5
CCCCCOC(=O)c1cccc(N2C(=O)c3c(Cl)c(Cl)c(Cl)c(Cl)c3C2=O)c1	0
O=C(Oc1ccc(Br)cc1Br)C1CC1	2
COc1ccc(-c2cc(-c3cccs3)nc(SCC(N)=O)c2C#N)cc1OC	-5
COC(=O)CC(NC1CCN(c2ccc(C(=O)NCc3ccccc3F)cc2)CC1)C(=O)OC (stereo not drawn)	-2
CC(=O)c1ccc(NC(=O)c2cc(C)nc3c2c(C)nn3-c2ccc(C)cc2)cc1	-13
CCOC(=O)c1c(NC(=O)Cc2coc3cc(C)cc(C)c23)sc2c1CCC2	-1

Some of the compounds tested, so the mix of outcomes need not match the whole.
